Tn6 DDE FP – disrupts Tn6 cyclic peptide binding to fibrin D-Dimer-E complex; P02675; Fibrin DD(E) TRITC-Tn6 fluorescence polarization displacement; inhibition, % at 8.3 µM; 370,000 tested, 0.21% active; AID 720509;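 active = inhibition above a per-campaign cutoff: mean of compounds within control limits plus 3 SD, cut at about 15% in these data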;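 note: 0% = median of all compound wells on the plate and 100% = blocking peptide control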
PLC-gamma1 inh – blocks human PLC-gamma1 enzyme activity | P19174 | purified PLC-gamma1, fluorogenic substrate, fluorescence | inhibition, % at 12.2 µM | 370,000 tested, 0.84% active | AID 720700; in the data active = inhibition above about 9.5%
DDE Tn7 FP inh – DD(E)-Tn7 binding inhibition, primary FP screen; FP displacement of FITC-Tn7 peptide from fibrin DD(E); 0% = median of compound wells per plate; inhibition, % at 8.3 µM; 370,000 tested, 0.13% active;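 active = inhibition above the mean of compounds falling within the control limits plus 3 SD of them, cut at about 14% in these data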;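 note: 0% = plate median of compound wells and 100% = 10 µM Aha-Tn7 peptide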
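Assay system: human fibrin DD(E) protein / Input: 2 µM fibrin DD(E) / Benchmarks: high control of 10 µM Aha-Tn7 peptide / Measured by: fluorescence polarization of the labelled Tn7 tracer / Medium: Tris buffer with calcium and detergent, pH 7.8 / Timing: 10 min compound pre-incubation, 3 h probe incubation at room temperature / Repeats: one replicate per compound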
ARFGAP1 inh – inhibits rat ARF GTPase activating protein 1; 360,000 tested, 0.26% active; Q62848; Arfgap1-stimulated ARF1 GTP hydrolysis, GDP FP detection; inhibition, % at 16.5 µM;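 active = inhibition above a per-plate limit, mean inhibition of low control wells plus 3 SD, cut at about 25% in these data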;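 note: 0% = DMSO wells with enzyme and 100% = wells lacking Arfgap1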
Target sequence (Q62848 1-136 limits assumed): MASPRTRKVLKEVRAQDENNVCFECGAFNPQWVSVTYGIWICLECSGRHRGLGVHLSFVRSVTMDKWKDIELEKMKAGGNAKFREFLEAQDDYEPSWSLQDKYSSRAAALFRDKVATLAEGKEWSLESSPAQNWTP
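Material: rat Arfgap1 catalytic domain, aa 1-136; also added: human ARF1(Δ1-17)-GTP substrate; compound dosing: one concentration, 16.5 µM, DMSO 1.26%; incubation: GTP hydrolysis reaction 2 h at 25 °C; measured by: Tracer-displacement fluorescence polarization with EDTA stop, 620/688 nm; evaluation: % inhibition from polarization; repeats: one replicate per compound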
TDP2 absorb – TDP2 (human) inhibition, absorbance primary screen; recombinant TDP2, T5PNP hydrolysis, p-nitrophenol absorbance 415 nm; O95551; 370,000 tested, 0.34% active; inhibition, % at 12.8 µM;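 active = inhibition above the mean of all tested compounds plus 3 SD, set per campaign, cut at about 25% in these data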;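 note: 0% = DMSO with enzyme and 100% = buffer with substrate but no TDP2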
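Test system: Human TDP2 enzyme | Reagent: 5 mM T5PNP | Compound dosing: 12.8 µM single point, 1% DMSO | Incubation: Enzyme reaction with compound for 2 h at 37 °C | Technique: p-Nitrophenol epi absorbance | Read-out: % inhibition relative to enzyme-containing and enzyme-free wells | Benchmarks: High control without enzyme, low control DMSO plus TDP2 | Replicates: Singlicate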
ASAP1 inh – ASAP1 ArfGAP inhibition; 360,000 tested, 0.19% active; Q9ULH1; inhibition, % at 16.5 µM; ASAP1-stimulated ARF1 GTP hydrolysis, GDP FP detection; AID 624377; in the data active = inhibition above about 25%;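 note: 0% = vehicle with enzyme and substrate and 100% = no enzyme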
LEDGF integ inh – blocks HIV-1 LEDGF/p75-dependent DNA integration. TR-FRET IN-LEDGF/p75 DNA integration, Eu/Cy5. 370,000 tested, 0.64% active. inhibition, % at 3.7 µM;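 active = inhibition above the screen-wide mean plus 3 SD, cut at about 13% in these data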;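 note: signal is the Cy5 over europium emission ratio at 671 and 618 nm; 0% = plate median of compound wells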
ADAM10 inh – inhibitors of human ADAM10; 370,000 tested, 0.62% active; O14672; inhibition, % at 7 µM; recombinant ADAM10, EDANS/DABCYL FRET peptide cleavage, 3 h;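 active = inhibition above a per-campaign cutoff equal to the mean of compounds falling between control-based bounds plus 3 SD, cut at about 20% in these data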;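 note: 0% = DMSO wells while the 100% control is not disclosed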
Target sequence (O14672 214-748 limits assumed): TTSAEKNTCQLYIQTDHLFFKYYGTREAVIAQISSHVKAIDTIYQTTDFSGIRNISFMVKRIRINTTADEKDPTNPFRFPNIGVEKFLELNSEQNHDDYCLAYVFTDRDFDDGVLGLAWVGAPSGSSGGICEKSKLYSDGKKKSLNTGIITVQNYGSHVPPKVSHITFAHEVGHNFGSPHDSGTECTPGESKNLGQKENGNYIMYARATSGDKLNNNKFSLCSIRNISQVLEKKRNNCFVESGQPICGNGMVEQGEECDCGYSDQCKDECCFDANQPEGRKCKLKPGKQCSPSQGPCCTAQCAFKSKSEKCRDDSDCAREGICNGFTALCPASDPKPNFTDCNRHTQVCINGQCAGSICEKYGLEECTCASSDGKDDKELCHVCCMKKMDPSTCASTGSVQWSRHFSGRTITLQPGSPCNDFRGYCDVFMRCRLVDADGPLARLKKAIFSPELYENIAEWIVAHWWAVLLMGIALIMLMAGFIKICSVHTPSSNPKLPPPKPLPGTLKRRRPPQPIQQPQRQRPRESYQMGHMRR
ADAM17 inh – inhibits human ADAM17; P78536; recombinant ADAM17, EDANS/DABCYL FRET peptide cleavage; inhibition, % at 6.95 µM; 370,000 tested, 0.83% active; AID 720648;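 active = inhibition above the mean of compounds lying between control limits plus 3 SD, set per campaign, cut at about 8.5% in these data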;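 note: 0% = DMSO-only wells as the low control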
KLK7 zymogen act – activates the human kallikrein-7 zymogen. 370,000 tested, 0.9% active. P49862. AID 652039. purified proKLK7, EDANS-DABCYL substrate fluorescence; 100% is mature enzyme control, 0% vehicle. activation, % at 7 µM;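 active = activation above the mean of all tested compounds plus 3 SD, computed per campaign excluding outliers beyond control limits, cut at about 13% in these data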
Target sequence (P49862 whole entry, looked up): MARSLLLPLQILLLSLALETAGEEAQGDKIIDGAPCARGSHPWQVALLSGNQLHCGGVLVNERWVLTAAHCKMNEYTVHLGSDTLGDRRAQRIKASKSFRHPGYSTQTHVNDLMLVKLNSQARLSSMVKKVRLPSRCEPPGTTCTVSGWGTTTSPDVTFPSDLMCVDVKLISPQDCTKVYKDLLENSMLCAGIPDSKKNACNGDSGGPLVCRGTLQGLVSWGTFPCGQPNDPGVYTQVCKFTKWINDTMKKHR
The depositor's hits bear a star; . = not tested or not shown.

Tn6 DDE FP	PLC-gamma1 inh	DDE Tn7 FP inh	ARFGAP1 inh	TDP2 absorb	ASAP1 inh	LEDGF integ inh	ADAM10 inh	ADAM17 inh	KLK7 zymogen act	structure
5	2	-3	3	13	6	2	-1	-1	-0.8	CC(C)C(=O)NC(CC(=O)O)c1ccccc1 (stereo not drawn)
-3	-4	6	11	-6	-19	-1	-4	2	-0.5	Cc1onc(-c2ccccc2)c1C(=O)OCC(=O)c1ccc(F)cc1
6	1	3	-8	3	4	-4	0	-1	-0.7	O=C(NCCCN1CCOCC1)C(=O)N/N=C/c1ccc(F)cc1
7	-66	-3	5	-16	-2	-8	-87	-28	2.6	COc1cc2c(cc1OC)-c1cc(Nc3ccccc3)nc(=O)n1CC2
6	2	-7	-3	-7	9	2	1	4	0.2	CCOC(=O)CCCCCC(=O)Nc1ccc2c(c1)C(=O)N([C@@H](C)CO)C[C@H](C)[C@H](CN(C)C(=O)Nc1ccc(F)cc1)OCCCC[C@H](C)O2
-7	0	0	1	-1	-1	4	7	2	0.3	COc1ccc(CC(=O)Oc2ccc(C)cc2Br)cc1S(=O)(=O)N1CCOCC1
0	1	9	1	-1	5	0	-6	0	-0.2	CCOCCCNC(=O)CN1C(=O)CSc2ccccc21
1	-1	0	-7	4	10	3	-6	-4	-0.2	CCOC(=O)Cn1c(=O)c2c(nc(N3CCCCC3)n2Cc2ccccc2)n(C)c1=O
2	1	3	14	12	2	2	-1	-2	-0.5	O=C(O)c1ccc(S(=O)(=O)NCC2CCCCC2)cc1
-2	2	-1	11	-12	3	-6	9	6	-0.1	CN(c1ccc(O)cc1)c1nc(-c2ccccc2)cs1
0	-6	-3	-11	-2	-2	8	-5	-4	0.1	CC(C)(C)c1ccc(-c2c(C(=O)O)c(C(=O)O)c3n2CSC3)cc1
-1	-3	0	13	11	6	-2	0	-2	-0.8	Cc1ccccc1C(=O)Nc1nc2n(n1)C(c1ccccc1)CC(=O)N2 (stereo not drawn)
2	-1	1	3	2	-5	7	7	4	0.7	C#CCN(C[C@H]1[C@H](OC(=O)NCc2ccco2)[C@H](OC(=O)NCc2ccco2)C[C@@H](C(=O)OC)[C@H]1C(=O)OC)S(=O)(=O)c1ccc(C)cc1
-3	8	-3	2	4	3	5	4	3	0.4	COC(=O)C1CC(O)CN1C(=O)NC1CCCCC1 (stereo not drawn)
-5	0	0	1	-2	2	1	-4	-2	-0.1	COc1ccc(NC(=O)CN(C)CC(=O)NC2CCC(C)CC2)cc1 (stereo not drawn)
8	2	7	-3	-4	-28	-2	-2	-2	0.2	CCOC(=O)N1CCN(C(=O)COc2ccc(S(=O)(=O)NCC(C)C)cc2C)CC1
-8	-185	7	5	-5	-4	1	-126	-36	-3.7	COc1ccccc1[C@@H]1C(c2ccc(F)cc2)=NN(c2ccccc2)[C@H]1C(=O)N1CCOC1=O
-8	1	3	6	-2	10	-7	6	-4	0.0	COc1ccc2nc(Nc3ccccc3OC)sc2c1
3	-4	6	5	-13	0	2	0	0	0.6	CC1(C)CC(=O)C(C(=O)/C=C/NCCc2ccccc2)C(=O)C1
-2	7	2	9	-11	12	2	-6	-7	-0.3	C=CCSc1nc2c(C(=O)OCC)nnn2c2ccccc12
9	-3	6	2	4	-7	1	3	2	0.0	Cc1cc(C)nc(SCc2nnc(SCc3ccccc3Cl)o2)n1
-2	5	-10	4	-11	1	-1	5	2	0.4	O=C1N(Cc2cccc(Cl)c2)C[C@@H]2C[C@@H](c3ccsc3)N3CCC[C@@]123
-8	7	-8	16	-9	12	-2	18	8	0.1	Cc1ccc(-c2cc(-c3cccc(F)c3)n[nH]2)c(O)c1
1	0	12	-8	6	-7	-2	4	-3	0.1	Cc1nc2ccccc2c(=O)n1NS(C)(=O)=O
-4	-58	-4	8	0	2	3	-109	-41	0.1	COCCOC(=O)C(C#N)c1nc2ccccc2nc1N1CCCC1 (stereo not drawn)
-1	1	2	3	-7	9	-1	11	1	0.5	S=C(NC1CCCCC1)N1CCN(C/C=C/c2ccccc2)CC1
-5	0	0	-8	9	-5	0	7	-6	-0.5	CCOC(=O)C1CCN(C(=O)CN2C(=O)c3cccnc3Oc3ccccc32)CC1
4	-10	9	7	-4	3	-2	10	-3	-0.7	CCC(=O)Nc1ccc(C(=O)CSc2nnc(-c3ccc(NS(=O)(=O)CC)cc3)o2)cc1OC
1	-1	1	-2	0	7	-3	1	2	-0.3	CCCCNC(=S)Nc1ccc(C(F)(F)F)cc1
7	0	1	12	1	14	1	-2	1	-0.4	OCC[C@@H]1C[C@@H](O)[C@H](O)[C@@]2(CCc3ccccc3O2)O1
2	-3	-3	-8	3	2	-2	5	-1	0.0	Cc1nc2ccc(NC(=O)c3cc(S(=O)(=O)N(C)c4ccccc4)ccc3Cl)cc2s1
-6	-7	5	-10	-1	0	1	-12	-5	0.1	Cc1ccc(NC(=O)C2CCCN(c3ncccn3)C2)cc1F (stereo not drawn)
0	4	-2	.	-4	.	1	2	4	0.2	COc1ccc(CCN(Cc2cccs2)S(=O)(=O)c2ccc(C)s2)cc1OC
-1	2	-7	-3	-9	16	4	2	-2	-0.2	CCN1CCN(S(=O)(=O)c2ccc(Br)s2)CC1
-2	3	1	-5	8	-15	1	-5	-3	0.3	O=C(COC(=O)c1c[nH]c2ccccc12)NC1CCCCC1
1	-5	7	-3	-2	5	-1	-3	-6	0.1	CCOc1ccc(NC(=O)C(Cc2ccccc2)N2C(=O)c3cccc4cccc(c34)C2=O)cc1 (stereo not drawn)
-3	-25	4	2	6	5	-2	-83	-22	11	COc1ccc2ncc(OC(C)=O)cc2c1
-1	2	-13	-3	4	3	0	2	-1	-0.3	Cc1ccc(C(=O)c2ccccc2C(=O)OCC(=O)NC(C)(C)C)cc1
-2	-3	4	2	2	-7	-3	-10	-2	0.0	COc1cc(C2C(C(C)=O)=C(O)C(=O)N2CCN2CCOCC2)ccc1O (stereo not drawn)
-2	-7	6	-10	0	4	4	-12	-3	0.4	Cc1ccc2cc(C(c3nnnn3C3CCCC3)N(Cc3ccccc3)Cc3ccco3)c(=O)[nH]c2c1 (stereo not drawn)

One compound at a time, as listed above. Screens in order: Tn6 DDE FP, PLC-gamma1 inh, DDE Tn7 FP inh, ARFGAP1 inh, TDP2 absorb, ASAP1 inh, LEDGF integ inh, ADAM10 inh, ADAM17 inh, KLK7 zymogen act
COc1ccc2ncc(OC(C)=O)cc2c1 in the list: -3, -25, 4, 2, 6, 5, -2, -83, -22, 11
CCN1CCN(S(=O)(=O)c2ccc(Br)s2)CC1 in the list: -1, 2, -7, -3, -9, 16, 4, 2, -2, -0.2

(cont.)
Tn6 DDE FP	PLC-gamma1 inh	DDE Tn7 FP inh	ARFGAP1 inh	TDP2 absorb	ASAP1 inh	LEDGF integ inh	ADAM10 inh	ADAM17 inh	KLK7 zymogen act	structure
-4	5	-2	0	4	4	4	8	0	-0.5	Cc1ccccc1C(=O)N1CCC(C(N)=O)CC1
-3	5	-6	-5	-7	3	2	-17	3	0.2	COc1ncnc2c1ncn2CCCNCCCN1CCCC1=O
-3	-5	3	-3	-4	-13	-6	6	0	0.4	COc1cccc(NC(=O)C2CCN(S(=O)(=O)c3ccc4c(c3)OCCO4)CC2)c1
-9	-1	-3	-1	-10	5	2	10	7	-0.4	CCc1nnc(NC(=O)c2cccc(S(=O)(=O)N3CCc4ccccc43)c2)s1
-8	4	-4	-6	-5	-3	3	3	0	-0.6	CCOC(=O)NNC(=O)NCCCCCCNC(=O)NNC(=O)OCC
0	-1	4	-4	-10	-18	3	7	0	0.1	O=C(O)c1cccc(N2C(=O)c3cccnc3C2=O)c1
-6	-78	0	4	2	6	1	-314	-91	25*	COC(=O)c1cc(N=CC2=C(O)CC(C)(C)CC2=O)cc(C(=O)OC)c1
5	3	9	-12	3	-17	0	4	-1	-0.6	Cc1ccccc1C(=O)N/N=C1/SCC(=O)N1Cc1ccc2c(c1)OCO2
6	-3	-1	-2	-1	10	0	1	-5	0.1	Cc1ccc(S(=O)(=O)NCCC(=O)N2CCCCCC2)cc1
-7	1	-1	-4	-1	8	8	1	1	0.1	CC(=O)Cn1cnc2c(cnn2-c2ccccc2)c1=O
-2	-50	-2	10	-4	2	1	-32	-6	0.0	CCCC1=[N+](CC(=O)c2ccccc2)CCn2cccc21
5	-4	1	0	2	-12	0	-2	-4	0.6	Cc1ccc(NCCC(=O)c2ccc(Br)cc2)cc1
0	2	6	-3	8	-8	-9	-1	-1	-0.4	COc1ccc(OC)c(CNc2ncc(-c3cccc([N+](=O)[O-])c3)n2C)c1
0	-1	-6	10	10	11	-1	0	-7	-0.4	O=C(c1cccc(F)c1)N1CCN(C(=O)C2CC2)CC1

Screening results: PubChem BioAssay, The Scripps Research Institute Molecular Screening Center
